# TRHR ag – qHTS for Small Molecule Agonists and Allosteric Enhancers of Human TRH Receptor: Primary Screen for Agonists. Thyrotropin-releasing hormone receptor (Homo sapiens), P34981. 0.18% of 360,000 active. TRHR cells, calcium flux fluo-8, FDSS agonist mode. activation, % at 2 µM; in the data active means activation above about 30%; further: 0% is about no effect
#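 Agonist-mode FDSS calcium read (Ex 480/Em 530, 1 s cycles) in 1536-well TRHR cells with fluo-8 dye, after 10-cycle baseline and 23 nL compound addition; TRH at EC20 (10 nM final) added afterwards for the enhancer phase.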
# rTrxR1 inhibitor – qHTS Assay for Inhibitors of Mammalian Selenoprotein Thioredoxin Reductase 1 (TrxR1): qHTS; 1% of 390,000 active; Potency, µM (titrated, usually from 114 µM), for the others: top-dose activity change, negative = inhibition, hits mostly inhibitors; recombinant rTrxR1, NADPH fluorescence consumption, selenite substrate; Thioredoxin reductase 1, cytoplasmic (Rattus norvegicus), O89049; further: potency means the concentration at half of the fitted maximal effect; on the % scale 0 is the no-effect control and ±100 the full control effect; nearly all actives have a fitted effect of over 65% in size
# Target sequence (O89049 whole entry, looked up): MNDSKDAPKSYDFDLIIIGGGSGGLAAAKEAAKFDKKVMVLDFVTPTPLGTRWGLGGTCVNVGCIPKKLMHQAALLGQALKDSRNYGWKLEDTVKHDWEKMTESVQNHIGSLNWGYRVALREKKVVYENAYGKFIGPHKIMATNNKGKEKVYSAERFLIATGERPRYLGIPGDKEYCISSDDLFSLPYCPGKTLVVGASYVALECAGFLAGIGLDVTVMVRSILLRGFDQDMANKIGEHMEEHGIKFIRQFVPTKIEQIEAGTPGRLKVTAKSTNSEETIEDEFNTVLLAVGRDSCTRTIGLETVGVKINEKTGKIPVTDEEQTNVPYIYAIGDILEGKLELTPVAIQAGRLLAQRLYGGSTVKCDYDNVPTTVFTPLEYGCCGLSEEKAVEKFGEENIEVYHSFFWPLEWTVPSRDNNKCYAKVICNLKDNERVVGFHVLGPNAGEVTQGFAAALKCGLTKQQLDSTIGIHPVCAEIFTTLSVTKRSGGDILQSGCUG
#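 Rat TrxR1 (90 nM in the dispensed reagent) was pre-reduced with 400 uM NADPH for 5 min at room temperature, then incubated with compound for 15 min. After 400 uM selenite was added, NADPH fluorescence (Ex 340/Em 450 nm) was followed for 8 min.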
# TRHR enhancer – qHTS for Small Molecule Agonists and Allosteric Enhancers of Human TRH Receptor: Primary Screen for Enhancers; enhancement, % at 2 µM; TRHR cells, fluo-8 calcium fluorescence, EC20 TRH enhancement; 0.66% of 360,000 active; Thyrotropin-releasing hormone receptor (Homo sapiens), P34981; AID 493056, 2011; in the data active means enhancement above about 30%; further: 0% is about no effect
#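 TRHR-expressing cells loaded with fluo-8 calcium dye were read kinetically (ex 480/em 530) during compound addition, then stimulated with an EC20 of TRH (10 nM final). Enhancement of the Gq-mediated intracellular calcium response was scored.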
# Pin1 inh – qHTS Assay to Find Inhibitors of Pin1; Potency, µM (doses to about 115 µM), for the others: top-dose activity, negative = inhibition, hits mostly inhibitors; Peptidyl-prolyl cis-trans isomerase NIMA-interacting 1 (Homo sapiens), Q13526; Pin1 FP peptide displacement, HiFluor488, 10 min; 0.009% of 390,000 active; active means well fitted inhibition curve with a large enough effect in the polarisation, with a control signal flat, not every such curve was filed as active; inconclusive means small, poorly fitted or top-dose-only effect, or effect the other way, or a change in a side signal; inactive means no such curve, though single readings can be large or run the other way; the % refers to the polarisation; further: potency means the concentration at half of the fitted maximal effect; on the % scale 0 is the no-effect control and ±100 the full control effect
# Target sequence (Q13526 whole entry, looked up): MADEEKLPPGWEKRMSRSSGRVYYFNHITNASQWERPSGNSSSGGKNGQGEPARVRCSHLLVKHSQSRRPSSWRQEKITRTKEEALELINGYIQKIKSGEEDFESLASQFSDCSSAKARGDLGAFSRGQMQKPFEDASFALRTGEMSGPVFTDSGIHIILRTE
# TrxR1 substrate – qHTS Assay for Substrates of Mammalian Selenoprotein Thioredoxin Reductase 1 (TrxR1): qHTS | Thioredoxin reductase 1, cytoplasmic (Rattus norvegicus), O89049 | AID 588456, 2011 | purified TrxR1 substrate turnover, NADPH consumption readout | 0.01% of 390,000 active | Potency, µM (series often up to 114 µM), without a hit: top-dose activity change, negative = substrate turnover; further: potency means the concentration at half of the fitted maximal effect; on the % scale 0 is the no-effect control and ±100 the full control effect; nearly all actives have a fitted effect of over 50% in size
#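 Rat TrxR1, dispensed at 90 nM, was prereduced with 400 uM NADPH (final) for 5 min at ~22 deg C, then incubated with compound 15 min before 400 uM selenite. A first-read NADPH fluorescence drop versus no-compound background flagged substrates.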
# USP1-UAF1 inh – Inhibitors of USP1/UAF1: Primary Screen; Ubiquitin carboxyl-terminal hydrolase 1 (Homo sapiens), O94782; recombinant USP1/UAF1, Ub-Rhodamine cleavage fluorescence; Potency, µM (top dose mostly 57.1 µM), without a hit: top-dose activity change, negative = inhibition, most hits filed as inhibitors; 0.23% of 390,000 active; AID 743255, 2014; further: potency means the concentration at half of the fitted maximal effect; on the % scale 0 is the no-effect control and ±100 the full control effect; nearly all actives have a fitted effect of over 60% in size; inactives centre near -12
#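 In this screen, compounds sit with the deubiquitinase complex (1nM) for 15 min at room temperature before Ub-Rho is added at 150nM final. Fluorescence rise is then followed for 6 reads every 60 seconds.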
# IDH1 R132H inh – qHTS for Inhibitors of mutant isocitrate dehydrogenase 1 (IDH1): qHTS; Isocitrate dehydrogenase [NADP] cytoplasmic (Homo sapiens), O75874; IDH1-R132H enzyme, NADPH consumption, diaphorase/resazurin fluorescence; Potency, µM (series often up to 76.6 µM), for the others: top-dose activity change, negative = inhibition, hits mostly inhibitors; 0.093% of 390,000 active; further: potency means the concentration at half of the fitted maximal effect; on the % scale 0 is the no-effect control and ±100 the full control effect; nearly all actives have a fitted effect of over 65% in size
#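 IDH1-R132H (0.5 ug/mL dispensed) in pH 7.5 Tris buffer was preincubated 30 min with compound, then given a substrate mix of 0.016 mM NADPH and 2 mM alpha-KG for 80 min at room temperature; remaining NADPH was read by diaphorase/resazurin fluorescence.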
# D2 ag – HTS Assay for Allosteric Agonists of the Human D2 Dopamine Receptor: Primary Screen for Agonists; 0.53% of 340,000 active; D(2) dopamine receptor (Homo sapiens), P14416; HEK293 T-REx D2 cells, calcium flux agonist mode; activation, % at 2 µM;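 active means activation over 3 SD above normal in the single-dose calcium agonist read, cut at about 30% in these data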; further: 0% is about no effect
# Target sequence (P14416 whole entry, looked up): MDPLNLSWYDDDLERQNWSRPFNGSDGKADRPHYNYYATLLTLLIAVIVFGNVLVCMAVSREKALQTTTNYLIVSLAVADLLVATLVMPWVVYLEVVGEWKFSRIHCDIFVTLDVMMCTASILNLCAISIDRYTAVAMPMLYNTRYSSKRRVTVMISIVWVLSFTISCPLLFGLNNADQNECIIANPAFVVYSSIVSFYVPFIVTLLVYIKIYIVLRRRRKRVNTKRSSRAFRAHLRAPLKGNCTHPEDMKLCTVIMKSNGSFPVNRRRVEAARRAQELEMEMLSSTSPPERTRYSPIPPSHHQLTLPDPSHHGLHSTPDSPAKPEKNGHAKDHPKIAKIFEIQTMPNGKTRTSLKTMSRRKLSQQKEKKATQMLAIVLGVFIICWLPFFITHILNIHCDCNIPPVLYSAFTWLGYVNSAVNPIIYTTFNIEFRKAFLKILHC
#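 Agonism is scored from calcium flux in a force-coupled, inducible HEK293 cell line expressing D2, read kinetically for 180 s after compound addition against dopamine controls.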
# D2 antag – HTS Assay for Allosteric Antagonists of the Human D2 Dopamine Receptor: Primary Screen for Antagonists | AID 485344, 2010 | inhibition, % at 10 µM | D(2) dopamine receptor (Homo sapiens), P14416 | HEK293 TREx D2 cells, calcium flux, dopamine EC80 | 2% of 340,000 active; in the data active means inhibition above about 30%; further: 0% is about no effect
#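 Dopamine at EC80 is the agonist stimulus; test compounds precede it by 180 s. Calcium flux read kinetically in a force-coupled, inducible HEK293 T-REx D2 cell line.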
# * marks the source's active call; other numbers are inactive results; ? = inconclusive; · = not tested or not shown; & = joins results of further samples; [ ] = remark or other dose. Unless noted, the call rests on the fitted dose curve; in most records, active means well fitted inhibition curve with a large enough effect; inconclusive means small, poorly fitted or top-dose-only effect; inactive means no such curve, though single readings can be large or run the other way. These rows are one share of the data; the hit share may differ from the screen's.
SMILES,TRHR ag,rTrxR1 inhibitor,TRHR enhancer,Pin1 inh,TrxR1 substrate,USP1-UAF1 inh,IDH1 R132H inh,D2 ag,D2 antag
CN(Cc1ccccc1)C(NC(=O)c1ccccc1)C(Cl)(Cl)Cl (stereo not drawn),0.3,?,8,0%,0%,-17%,3%,1.1,-13
COc1cccc(CN(C)C(=O)c2ccc(S(=O)(=O)Nc3ccccc3F)cc2)c1OC,-0.3,-8%,48*,1%,9%[57.1 µM],-4%,-4%,-0.5,0
Cn1c(SCc2nc3ccccc3c(=O)[nH]2)nnc1-c1ccco1,-0.2,2%,-2,3%,7%,9%,0%,2.8,-13
Cc1cccc(/C=C/C(=O)c2ccc(N3CCOCC3)cc2)c1,0.3,·,15,·,·,·,·,-0.5,3
O=C(Nn1c(-c2ccc(Br)cc2)nc2ccccc2c1=O)c1cccnc1,0.0,15%[57.1 µM],-11,-2%,3%,-6%,1%,0.8,-10
CC1CC(C)CN(S(=O)(=O)c2ccc(F)c(C(=O)Nc3ccc(Cl)cc3F)c2)C1 (stereo not drawn),0.4,2%,-2,0%,5%,8%,0%,0.0,-11
N#Cc1cc2c(=O)n3ccccc3nc2n(-c2nnc(SCc3ccccc3Cl)s2)c1=O,1.1,-12%,7,?,41%[activator],18%,·,·,·
Cn1nccc1C(=O)Nc1ccc(OC(=O)c2ccnn2C)cc1,1.2,2%,8,1%,-6%,-14%,0%,-0.9,4
Cc1cccc(C(=O)OCC(=O)NCCCc2ccccc2)c1O,0.0,10%,2,-1%,15%,-6%,2%,1.3,-14
CC1(C2CC(C(F)(F)F)n3nc(C(=O)O)cc3N2)CC1 (stereo not drawn),0.0,18%[57.1 µM],2,-2%,2%[57.1 µM],-6%,-4%,0.4,4
Nn1c(SCC(=O)NC2CCS(=O)(=O)C2)nnc1-c1ccco1 (stereo not drawn),·,11%,·,-1%,4%,-10%,4%,·,·
Cn1cnnc1Sc1ccc(C(=O)NCCC(c2ccccc2)c2ccccc2)cc1[N+](=O)[O-],-0.1,26%,2,2%,3%,-26%,-10%,·,·
O=C(N/N=C\c1cn(-c2ccccc2)nc1-c1ccccc1)c1ccc2c(c1)OCO2,0.1,11%[57.1 µM],-3,12%,-7%,-11%,-1%,-0.2,-12
O=C(Nc1ccc(F)cc1)N1CCC(c2nc3c(nnn3Cc3cccc(Cl)c3)c(=O)[nH]2)CC1,-0.1,10%,-5,4%,0%,-8%,0%,-1.0,3
O=C(O)C1CC=CCC1C(=O)Nc1ccc(Oc2ccc(Cl)cc2)cc1 (stereo not drawn),0.3,-18%,1,3%,-10%,-20%,1%,0.8,-2

# In another format: entries from further up.
mol	TRHR ag	rTrxR1 inhibitor	TRHR enhancer	Pin1 inh	TrxR1 substrate	USP1-UAF1 inh	IDH1 R132H inh	D2 ag	D2 antag
COc1cccc(CN(C)C(=O)c2ccc(S(=O)(=O)Nc3ccccc3F)cc2)c1OC	-0.3	-8%	48*	1%	9%[57.1 µM]	-4%	-4%	-0.5	0
Cn1c(SCc2nc3ccccc3c(=O)[nH]2)nnc1-c1ccco1	-0.2	2%	-2	3%	7%	9%	0%	2.8	-13
Cc1cccc(/C=C/C(=O)c2ccc(N3CCOCC3)cc2)c1	0.3	·	15	·	·	·	·	-0.5	3
O=C(Nn1c(-c2ccc(Br)cc2)nc2ccccc2c1=O)c1cccnc1	0.0	15%[57.1 µM]	-11	-2%	3%	-6%	1%	0.8	-10
CC1CC(C)CN(S(=O)(=O)c2ccc(F)c(C(=O)Nc3ccc(Cl)cc3F)c2)C1 (stereo not drawn)	0.4	2%	-2	0%	5%	8%	0%	0.0	-11
N#Cc1cc2c(=O)n3ccccc3nc2n(-c2nnc(SCc3ccccc3Cl)s2)c1=O	1.1	-12%	7	?	41%[activator]	18%	·	·	·

# The main list resumes, starting two compounds before the break.
SMILES,TRHR ag,rTrxR1 inhibitor,TRHR enhancer,Pin1 inh,TrxR1 substrate,USP1-UAF1 inh,IDH1 R132H inh,D2 ag,D2 antag
O=C(Nc1ccc(F)cc1)N1CCC(c2nc3c(nnn3Cc3cccc(Cl)c3)c(=O)[nH]2)CC1,-0.1,10%,-5,4%,0%,-8%,0%,-1.0,3
O=C(O)C1CC=CCC1C(=O)Nc1ccc(Oc2ccc(Cl)cc2)cc1 (stereo not drawn),0.3,-18%,1,3%,-10%,-20%,1%,0.8,-2
O=C(Cn1ncc2ccsc2c1=O)N1CCN(c2ccc(F)cc2)CC1,-0.6,10%,0,-11%,-2%,-21%,1%,-0.4,·
CCOC(=O)C1(Cc2ccccc2)CCCN(Cc2ccccn2)C1 (stereo not drawn),-0.6,-12%,-6,5%,4%,-16%,2%,0.1,0
CC1CCc2nn(CC(=O)NCCCN3CCCC3=O)cc2C1 (stereo not drawn),0.1,8%[57.1 µM],-5,-1%,13%[57.1 µM],-9%,-5%,1.1,3
COc1ccc(-c2csc(NC(=O)c3ccccc3NS(=O)(=O)c3ccc(F)c(F)c3)n2)cc1,0.5,-6%,-9,·,-5%,-25%,?,4.3,-12
COC(=O)[C@]1(Cc2ccccc2)N[C@H](CN(C)C(=O)Nc2ccc(OC)cc2)[C@@H]2C(=O)N(C)C(=O)[C@@H]21,·,9%,·,-6%,0%,?,2%[38.3 µM],·,·
COC(=O)c1ccc(CNC(=O)c2ccc(COc3ccccc3)cc2)cc1,0.8,-3%,5,1%,-6%,-14%,4%,0.6,-6
O=C(Nc1nonc1-c1ccc(Br)cc1)c1ccco1,0.2,3%,-4,5%,-8%,-21%,·,0.8,·
CCC(C)[C@H](NC(=O)NCc1cccc(OC)c1)C(=O)O (stereo partly drawn),-0.3,-1%[11.4 µM],-2,-1%,7%[11.4 µM],-5%,4%,0.4,7
Cc1ccc(C(=O)NC(=S)Nc2ccc(CN3CCCCC3)cc2)c(C)c1,0.4,?,-5,-3%,-7%,-20%,0%,0.3,-1
COc1ccc2[nH]c3c(=S)nc[nH]c3c2c1,-0.4,-27%[57.1 µM],-2,-1%,-1%[57.1 µM],-13%,5%,·,·
Cc1ccc(Cl)cc1NC(=O)CSc1nc2ccccc2nc1Cc1ccccc1,0.9,16%[57.1 µM],2,-5%,1%[57.1 µM],-6%,-6%,0.6,·
Cc1c(NC(=O)C2CCCCN2S(=O)(=O)c2ccc(Cl)cc2)c(=O)n(-c2ccccc2)n1C (stereo not drawn),-0.5,13%,2,0%,2%,-25%,-1%,0.5,25
NNC(=O)CN1C(c2ccccc2Br)=Nc2ccc(Br)cc2C1c1ccccc1 (stereo not drawn),3.0,-12%,-6,-7%,-11%,-25%,?,4.5,12
COc1ccc(-n2cnc3cc(C(=O)NCCN4CCOCC4)ccc32)cc1,0.0,26%,-10,1%,3%,-17%,-9%,0.5,5
CC(=O)Oc1ccc(C(=O)Nc2ccccc2C(=O)NCC(C)C)cc1,-0.4,2%,-5,3%,-7%,-11%,0%,-2.0,1
COc1cccc(OC)c1C(=O)Nn1c(-c2cccc(C)c2)nc2ccccc2c1=O,-1.0,27%,2,10%,9%,-14%,-1%,0.9,4
O=C(CCNc1ccccc1)c1ccc2c(c1)OCO2,-0.1,?,-4,-1%,4%[57.1 µM],-1%,-3%,-0.4,9
Cn1nccc1C(=O)N1CCCC(N2CCN(c3cccc(C(F)(F)F)c3)CC2)C1 (stereo not drawn),0.0,·,0,·,·,·,·,-1.4,2
Cc1cc(-c2ccc(C)c(S(=O)(=O)NCc3cccc(Br)c3)c2)on1,-0.2&0.8,9%,13&1,-1%&3%,-2%,-24%&-29%,0%&14%,-0.8&0.3,8
CNC(=S)Nc1ccc([N+](=O)[O-])cc1,-0.3,-9%[57.1 µM],4,-2%,-4%,3%,5%,-0.9,7
C=CCn1c(-c2ccccc2)n[nH]c1=S,-0.6,-23%,-1,-2%,9%[57.1 µM],-11%,2%,-0.1,-8
O=C(Cn1cc(S(=O)(=O)Cc2cccc(Cl)c2)c2ccccc21)Nc1ccccc1Cl,0.9,14%,3,4%,-5%,-25%,-6%,0.6,·
CCN(C(=O)COc1ccc2ccc(=O)oc2c1)C1CCCCC1,·,-3%,·,-16%,58%[activator],2%,3%,·,·
CN(C)c1ccc(C2CC(=O)NC3=C2C(=O)CC(C)(C)C3)cc1 (stereo not drawn),0.0,8%,1,0%,9%,-12%,8%,0.4,8
COc1ccc(CCNC(=O)CCN2C(=O)COc3ccccc32)cc1OC,0.4,23%,-2,-3%,12%,-28%,-3%,0.6,-15
CC(Sc1nnc2n1CCCCC2)C(=O)Nc1ccc(S(N)(=O)=O)cc1 (stereo not drawn),0.2,17%,1,2%,8%,-15%,-3%,0.5,0
C=CCNC(=O)NC(=O)COC(=O)c1ccccc1Sc1ccc(C(F)(F)F)cc1[N+](=O)[O-],0.5,1%[57.1 µM],-2,0%,-1%[57.1 µM],-8%,-3%,0.2,7
CC(=Nc1cc(C(=O)c2ccccc2)ccc1N)C1=C(O)CC(C)(C)CC1=O,0.0,6%[11.4 µM],-1,7%,-4%,4%,2%,-0.2,-2

# High-throughput results: PubChem BioAssay, National Center for Advancing Translational Sciences (NCATS)
